High-throughput results deposited in PubChem BioAssay by National Center for Advancing Translational Sciences (NCATS).
PKM2 act – activators of human pyruvate kinase M2; P14618; purified PKM2, Kinase-Glo ATP luminescence, activation; response scale: 0% is enzyme alone, no compound; Potency, µM (top dose mostly 57.5 µM), without a hit: at the top dose activation, hits mostly activators; 260,000 tested, 0.34% active; AID 1631; further: potency means the concentration at half of the fitted maximal effect; nearly all actives have a fitted effect of over 55% in size
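Kinase-Glo luminescence reports ATP generated from ADP (0.1 mM) and PEP (0.5 mM) by purified hPK-M2 after 1 h at room temperature, pH 7.2 imidazole buffer; intermediate enzyme activity allows detecting inhibitors and activators.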
BCR signal inh – inhibitors of chronic active B-cell receptor signaling | ABC-DLBCL IkBa-CBG/CBR reporter, luminescence ratio, 4 h | Potency, µM (top dose mostly 46.1 µM), for inactives: at the top dose ratio change, negative = lower green/red ratio, most hits filed as inhibitors | 340,000 tested, 0.05% active | AID 493014; active means well fitted inhibition curve with a large enough effect in the signal ratio, with a control signal flat, not every such curve was filed as active; inconclusive means small, poorly fitted or top-dose-only effect, or effect the other way, or a change in a side signal; the % refers to the signal ratio;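 further: potency means the concentration at half of the fitted maximal effect; plate controls were basal doxycycline-induced cells for no effect and cells given 10 µM MG132 for full effect; MG132 reads +100%, hits lower the ratio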
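Concentration-response series (up to 46 uM) were applied to TMD8 dual-reporter cells for 4 h at 37C with doxycycline. Green/red ratio, after filter-overlap correction, defined %Activity; red signal alone was normalised to basal cells and zero luminescence.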
GALK inh – blocks human galactokinase activity | 270,000 tested, 0.007% active | Potency, µM (doses to about 57.5 µM), inactives show top-dose activity change, negative = inhibition, hits mostly inhibitors | Purified GALK, Kinase-Glo residual ATP luminescence; further: potency means the concentration at half of the fitted maximal effect
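Kinase-Glo Plus luminescence measured ATP left after a 1 h room-temperature reaction. The reaction used 5 nM GALK, 100 uM galactose and 35 uM ATP at pH 8.0 (20 mM HEPES, 5 mM MgCl2, 60 mM NaCl, 1 mM DTT, 0.01% BSA).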
uPA surface inh – inhibitors of cell surface uPA generation; cell surface uPA generation assay, qHTS; Potency, µM (highest dose often 38.3 µM), for inactives: at the highest dose activity change, negative = inhibition, most hits filed as inhibitors; 330,000 tested, 0.31% active; AID 540303; active means well fitted inhibition curve with a large enough effect; inconclusive means small, poorly fitted or top-dose-only effect; inactive means no such curve, though single readings can be large or run the other way; tested in mouse RAW 264.7 cells; further: potency means the concentration at half of the fitted maximal effect; nearly all actives have a fitted effect of over 55% in size
FBPA coupling cs – coupling enzyme interference in Giardia aldolase counter-screen; coupling enzyme system counterscreen, AmpLite Red fluorescence; activity change, negative = inhibition, % at 58.2 µM, hits read low; 290,000 tested, 0.67% active; in the data active means activity change below about -30%
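Compounds tested against the coupling enzymes alone at 57.5 uM final; readout was AmpLite Red fluorescence (525/598 nm) after 20 min at RT.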
KCNH2 3.1 inh – KCNH2 3.1 (human) potassium channel inhibition. activity change, % (tested at about 1.8 µM). 340,000 tested, 0.95% active. AID 720553. U2OS KCNH2 3.1, thallium flux FluxOr; active compounds read low;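 active means maximum activity change below -70%; inconclusive means maximum activity change from -70% to -50%; inactive means maximum activity change above -50%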;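 further: thallium influx rate constant from kinetic fluorescence after stimulation buffer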
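Virally transduced U2OS (3.1 isoform, 4 h infection in dark at RT) → overnight 37 C → FluxOr + Red40 in HBSS/HEPES, 45 min → stimulation buffer, 2 min kinetic read → rate constant vs DMSO controls.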
hERG WT inh – blocks the wildtype human KCNH2 potassium channel; activity change, % at 1.84 µM; U2OS, BacMam KCNH2, thallium flux FluxOr; active compounds read low; 340,000 tested, 0.37% active;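 active means maximum activity change below -70%; inconclusive means maximum activity change between -70% and -50%; inactive means maximum activity change above -50%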
Target sequence (Q12809 whole entry, looked up): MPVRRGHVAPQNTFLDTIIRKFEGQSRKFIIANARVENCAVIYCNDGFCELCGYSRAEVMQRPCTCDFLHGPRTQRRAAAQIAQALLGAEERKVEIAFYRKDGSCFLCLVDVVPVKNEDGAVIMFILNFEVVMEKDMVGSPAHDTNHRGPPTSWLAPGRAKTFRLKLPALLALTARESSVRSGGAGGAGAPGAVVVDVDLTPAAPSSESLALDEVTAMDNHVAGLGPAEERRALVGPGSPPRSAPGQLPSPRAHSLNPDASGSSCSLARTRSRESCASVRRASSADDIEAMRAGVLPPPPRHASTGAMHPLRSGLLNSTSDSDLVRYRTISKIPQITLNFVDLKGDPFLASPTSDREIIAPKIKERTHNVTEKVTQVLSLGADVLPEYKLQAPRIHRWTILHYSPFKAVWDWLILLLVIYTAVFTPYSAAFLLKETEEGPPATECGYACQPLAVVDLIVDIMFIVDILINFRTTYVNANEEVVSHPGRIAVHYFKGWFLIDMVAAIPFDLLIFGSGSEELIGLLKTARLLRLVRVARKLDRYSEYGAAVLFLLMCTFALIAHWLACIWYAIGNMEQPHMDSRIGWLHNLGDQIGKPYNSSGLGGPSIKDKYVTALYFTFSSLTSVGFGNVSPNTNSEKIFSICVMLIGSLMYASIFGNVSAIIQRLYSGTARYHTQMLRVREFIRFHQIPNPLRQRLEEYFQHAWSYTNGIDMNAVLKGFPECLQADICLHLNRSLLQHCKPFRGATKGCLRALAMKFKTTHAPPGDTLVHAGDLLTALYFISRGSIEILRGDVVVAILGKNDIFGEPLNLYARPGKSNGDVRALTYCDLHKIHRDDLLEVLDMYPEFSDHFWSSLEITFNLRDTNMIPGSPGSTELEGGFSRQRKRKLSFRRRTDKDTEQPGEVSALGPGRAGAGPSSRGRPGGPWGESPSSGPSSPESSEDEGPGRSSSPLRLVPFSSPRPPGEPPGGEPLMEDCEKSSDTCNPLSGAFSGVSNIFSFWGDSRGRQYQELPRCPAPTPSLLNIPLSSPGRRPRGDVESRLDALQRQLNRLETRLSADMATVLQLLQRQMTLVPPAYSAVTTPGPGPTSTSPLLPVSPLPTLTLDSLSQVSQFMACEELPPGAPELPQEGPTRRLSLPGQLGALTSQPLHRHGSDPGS
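U2OS cells were transduced with wild-type KCNH2 virus (2.03 x 10^8 / mL) for 4 h at room temperature, then cultured overnight at 37 C. Thallium flux was read with FluxOr dye. Rate constants were normalized to DMSO controls.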
Eya2 phos inh – inhibitors of human Eya2 phosphatase activity; 330,000 tested, 0.006% active; AID 488837; recombinant Eya2, OMFP fluorescence dephosphorylation (OMFP is methylfluorescein phosphate); Potency, µM (top dose mostly 76.9 µM), for inactives: at the top dose activity, negative = inhibition, most hits filed as inhibitors; further: potency means the concentration at half of the fitted maximal effect
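Eya2 (0.2 uM) preincubated 10 min at ambient with compound, then OMFP substrate added at 50 uM; 10 min reaction in 50 mM HEPES pH 7.5, 50 mM NaCl, 5 uM MgCl2, 0.05% BSA, 1 mM DTT. Fluorescence read at Ex 485/Em 525 nm.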
Giardia killer – Giardia lamblia killing; Giardia lamblia trophozoite viability; activity change, % at 7.66 µM, hits read low; 340,000 tested, 0.15% active; in the data active means activity change below about -80%; inconclusive means between about -30% and that limit;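 further: parasites exposed to compound for two days anaerobically before the ATP read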
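Killing of trophozoites was scored by loss of ATP luminescence after a 48 hrs anaerobic exposure to compounds at 37 deg C, using 100 cells per well.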
USP2a inh – blocks human ubiquitin-specific protease USP2a. USP2 core, Ub-CHOP2 coupled fluorogenic reporter, 485/531. AID 463254. Potency, µM (doses to about 38.3 µM), for inactives: at the highest dose activity change, negative = inhibition, usual class: inhibitors. O75604. 330,000 tested, 0.01% active;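 further: potency means the concentration at half of the fitted maximal effect; plate controls were DMSO wells for no effect and full inhibition by NEM control for full effect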
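Deubiquitinase activity read as fluorescence (485/531 nm) after Ub-CHOP2 cleavage activates the enterokinase reporter on its substrate; USP2 core 10nM, Ub-CHOP2 and substrate 25nM each, 30min compound preincubation then 60min RT; data normalized to NEM, curves fitted.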
B2AR arrestin – beta2AR (human) beta-arrestin recruitment activity | beta-arrestin recruitment to beta2AR, cell-based reporter | Potency, µM (titrated, usually from 46.1 µM), for the others: top-dose activation, hits mostly activators | 330,000 tested, 0.02% active | AID 492947;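 further: potency means the concentration at half of the fitted maximal effect; 0% = DMSO controls and full agonism = EC100 isoproterenol or metaproterenol; nearly all actives have a fitted effect of over 65% in size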
Active calls of the source: *; ? = inconclusive; · = no result given. Unless noted, the call rests on the fitted dose curve; in most records, active means well fitted curve in the direction sought with a large enough effect; inconclusive means small, poorly fitted or top-dose-only effect, or another doubt; inactive means no such curve, though single readings can be large; an effect the other way counts as inactive or inconclusive. Unless noted, on the % scale 0 is the no-effect control and ±100 the full control effect.

Start of the data: the first two records as a preview:
SMILES	PKM2 act	BCR signal inh	GALK inh	uPA surface inh	FBPA coupling cs	KCNH2 3.1 inh	hERG WT inh	Eya2 phos inh	Giardia killer	USP2a inh	B2AR arrestin
Cc1ccc(S(=O)(=O)c2ccc(-n3nc(C)cc3N)cc2)cc1	13%	-2%	16%	1%	4	-20	23	3%	-8	2%	-0.9%
CC1CN(C(=O)c2cc3cc([N+](=O)[O-])ccc3oc2=O)CC(C)O1 (configuration not stated)	-26%	-2%	-1%	1%	2	-16	-4	4%	-27	-2%	-0.1%

Main list (from the top)
SMILES	PKM2 act	BCR signal inh	GALK inh	uPA surface inh	FBPA coupling cs	KCNH2 3.1 inh	hERG WT inh	Eya2 phos inh	Giardia killer	USP2a inh	B2AR arrestin
Cc1ccc(S(=O)(=O)c2ccc(-n3nc(C)cc3N)cc2)cc1	13%	-2%	16%	1%	4	-20	23	3%	-8	2%	-0.9%
CC1CN(C(=O)c2cc3cc([N+](=O)[O-])ccc3oc2=O)CC(C)O1 (configuration not stated)	-26%	-2%	-1%	1%	2	-16	-4	4%	-27	-2%	-0.1%
COc1ccc(-c2cc(C(F)F)n3ncc(C(=O)Nc4ccc(C(=O)N5CCOCC5)cc4)c3n2)cc1	-27%	9%	6%	-1%	0	2	-15	-2%	18	0%	-1.6%
CCCCCCCCCC(=O)Nc1cccnc1	8%	?	0%	·	1	·	·	-2%	·	6%	0.0%
O=C(NCC1CCCO1)c1cc2ccccc2nc1Cl (configuration not stated)	-2%	-4%	-1%	-10%	1	2	-4	-5%	-7	-3%	0.0%
CC(=O)c1ccc(OCCCC(=O)N2CCN(S(=O)(=O)c3cc(C)ccc3C)CC2)cc1	·	-2%	·	-3%	·	-10	0	5%	-4	-1%	-0.3%
COC(=O)c1cc(S(=O)(=O)Nc2cccc(C)c2C)cn1C	25%	4%	·	0%	-2	-3	13	0%	-15	3%	-1.2%
O=C(OC(C(=O)NC1CCCCC1)c1ccccn1)c1cccs1 (configuration not stated)	0%	-2%	-1%	1%	5	-2	-6	-3%	-13	4%	-1.0%
CCOC(=O)c1c(NC(=S)Nc2cc([N+](=O)[O-])ccc2OC)sc2c1CCCCC2	-2%	1%	-3%	·	1	·	·	2%	·	-1%	0.0%
COc1ccc(C(=O)Nc2ccc(C(=O)N3CCC(C)CC3)cc2)cc1OC	-1%	9%	4%	-8%	3	3	-13	-7%	-26	-1%	-0.1%
COc1ccccc1N=Cc1c(C)c(C#N)c2[nH]c3ccccc3n2c1=O	2%	?	-2%	3%	-20	2	-4	13%	1	0%	-0.3%
CCOC(=O)c1ccc(NC(=O)CCOc2ccc(C)cc2)cc1	4%	29%	0%	-2%	1	-5	-1	7%	13	0%	0.0%
O=C(c1ccc(CNc2c(NC3CCCCC3)c(=O)c2=O)cc1)N1CCc2ccccc21	-10%	-6%	-2%	3%	3	6	-3	29%	13	-2%	3.8%
CC(C)c1ccccc1-n1c(SCC(=O)c2ccc3c(c2)NC(=O)CO3)nc2ccccc2c1=O	-3%	-1%	1%	3%	-1	-18	-2	6%	-12	4%	0.2%
Cc1cccc(CSC2=NCCN2C(=O)C2CC2)c1	0%	-1%	0%	-2%	-2	-4	-5	-13%	16	0%	0.3%
COc1ccc(-n2nc(C(=O)NCC(=O)NCC3COc4ccccc4O3)c3ccccc3c2=O)cc1OC (configuration not stated)	2%	1%	10%	-4%	1	-2	-1	-1%	8	4%	-0.1%
CCCCCCSc1nsc(NC(=O)CC(C)C)n1	-1%	?	·	4%	-5	·	-7	-7%	-11	-2%	-3.0%
O=S(=O)(NC1CCN(S(=O)(=O)c2c(F)cccc2F)CC1)c1ccc2c(c1)OCCO2	·	-1%	·	9%	·	·	·	-1%	-6	3%	-0.9%
Cc1cc(CN(C)C(=O)CC2C(=O)NCCN2CC(c2ccccc2)c2ccccc2)on1 (configuration not stated)	-1%	13%	1%	1%	0	28	17	3%	0	1%	0.0%
COC(=O)CN(C#N)c1nc(N(C)C)nc(N(C)C)n1	-2%	?	8%	-6%	1	18	-4	-5%	-4	1%	-0.8%
Cc1ccc2cc(CN(Cc3cccs3)Cc3nnnn3CC3CCCO3)c(=O)[nH]c2c1 (configuration not stated)	0%	-8%	-1%	-4%	3	7	-4	3%	-1	-1%	0.1%
Nc1nc(N)nc(-c2ccccn2)n1	3%	1%	-1%	-3%	0	-19	0	-27%	-15	0%	5.0%
O=C(CSc1n[nH]c(-c2ccc(S(=O)(=O)NC3CCCCC3)cc2)n1)N1CCCC1	1%	?	0%	0%	4	-5	-6	-2%	-4	-1%	-0.5%
CCC(C)c1ccc(S(=O)(=O)N2CC(=O)Nc3ccccc32)cc1 (configuration not stated)	-2%	-2%	2%	-1%	-2	14	-5	-4%	8	1%	-0.6%
CCn1c2ccccc2c2cc(NC(=O)CSc3nccc(=O)[nH]3)ccc21	-2%	-7%	-2%	-1%	7	0	6	4%	-13	1%	0.5%
O=C(c1ccc(CN2CCOCC2)cc1)N1CCN(Cc2ccccc2)CC1	-6%	-3%	1%	0%	6	-8	-1	10%	2	1%	-0.9%
COc1ccc2c(c1OC)C(=O)N1c3ccccc3SC21 (configuration not stated)	-1%	4%	-1%	-14%	5	-4	-2	7%	9	3%	0.2%
Cn1nc(C(=O)Nc2ccccc2)c2c1-c1ccccc1S(=O)(=O)C2	·	?	-4%	-2%	·	33	3	-2%	13	0%	0.5%
CC1CN(CC(=O)Nc2cccc(C(=O)Nc3cccc(C(F)(F)F)c3)c2)CC(C)O1 (configuration not stated)	11%	?	-3%	-4%	1	-2	12	-23%	-8	3%	-0.4%
CC[C@]12c3[nH]c4ccc(OC)cc4c3CCN1C(=O)C(CC(=O)NC/C=C(\C)CCC=C(C)C)C[C@@H]2C(=O)N1CCN(C(=O)C2CC2)CC1 (some centres not stated)	·	-16%	·	?	·	9	6	-6%	-3	2%	0.0%
COc1cc(O)cc2occ(-c3ccc(O)cc3)c(=O)c12	-1%	?	1%	?	3	-4	-2	-2%	-23	-1%	-0.6%
COc1ccccc1CNC(=O)c1c(O)c2cc(OC)c(OC)cc2[nH]c1=O	6%	2%	1%	5%	4	-5	-2	-3%	-8	0%	-0.7%
Cc1cc(C(=O)COC(=O)c2ccc([N+](=O)[O-])o2)c(C)n1CC1CCCO1 (configuration not stated)	0%	5%	-4%	-1%	-8	-7	-8	-7%	?	2%	0.0%
CC(NC(=O)CN1C(=O)NC2(CCCCCC2)C1=O)c1ccccc1Cl (configuration not stated)	·	1%	·	-3%	·	7	-19	3%	6	0%	-1.1%
CSc1nc(Cc2ccccc2)nc2ccccc12	2%	?	5%	10%	2	19	4	4%	2	3%	-0.2%
COC(=O)CCN1CCC(C(N)=O)CC1	1%	?	-1%	2%	4	-26	-7	-2%	13	1%	-0.3%
O=C(NCC1CCCO1)c1cc(S(=O)(=O)N2CCOCC2)ccc1Cl (configuration not stated)	-1%	2%	-4%	10%	4	13	-5	10%	6	-1%	-0.9%
Nc1nnc(CC(=O)N/N=C/c2ccccc2OCc2ccccc2F)s1	4%	1%	-4%	11%	3	13	-6	-7%	-15	3%	-0.1%
O=C1NC(=O)C2(CCC(C(=O)O)C2)N1 (configuration not stated)	-2%	0%	0%	1%	-1	-1	-4	-8%	6	0%	-0.3%

Part of the list above, in markdown.
| SMILES | PKM2 act | BCR signal inh | GALK inh | uPA surface inh | FBPA coupling cs | KCNH2 3.1 inh | hERG WT inh | Eya2 phos inh | Giardia killer | USP2a inh | B2AR arrestin |
| --- | --- | --- | --- | --- | --- | --- | --- | --- | --- | --- | --- |
| CC(NC(=O)CN1C(=O)NC2(CCCCCC2)C1=O)c1ccccc1Cl (configuration not stated) | · | 1% | · | -3% | · | 7 | -19 | 3% | 6 | 0% | -1.1% |
| CSc1nc(Cc2ccccc2)nc2ccccc12 | 2% | ? | 5% | 10% | 2 | 19 | 4 | 4% | 2 | 3% | -0.2% |
